# hgDAF12 agonist = H. glycines DAF-12 receptor agonists, primary screen, cell-based, luminescence, HEK293, GAL4 fusion, UAS-luciferase | activation, % at 6.8 µM | 1.8% of 370,000 active | HEK293 GAL4-hgDAF12 UAS-luciferase reporter, agonist luminescence; normalized to butyrate control;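 active = activation above a cutoff set at the mean of all screened compounds plus 3 SD, cut at about 10% in these data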;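 note: 0% = DMSO wells and 100% = sodium butyrate wells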
# GC-A act = GC-A stimulated cGMP production enhancers – HEK293 GC-A cells, cGMP TR-FRET, EC30 ANP, primary screen; 0.14% of 370,000 active; Atrial natriuretic peptide receptor 1 (Homo sapiens), P16066; activation, % at 10 µM; AID 1671463, 2021; 0% at EC30 ANP, 100% saturating ANP; in the data active = activation above about 40%
# ssDAF-12 act = S. stercoralis DAF-12 nuclear receptor activators, primary screen, cell-based, luminescence, HEK293, GRIP1 co-expression, lit1-tk-luc; HEK293 ssDAF-12/GRIP1 lit1-tk-luc reporter; % of 3 µM dafachronic acid response; activation, % at 6.8 µM; 1% of 370,000 active; AID 652126, 2013;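 active = activation above the mean over all tested compounds plus 3 SD, cut at about 0.9% in these data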;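 note: 0% = DMSO-only wells and 100% = 3 µM delta7-dafachronic acid wells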
# SMARCA2 act = SMARCA2 (BRM) function activators, primary screen, cell-based, luminescence, high throughput; MG213 cells, MMTV-luciferase reporter, dexamethasone, overnight; activation, % at 9.1 µM; 1% of 370,000 active; in the data active = activation above about 7.8%;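 note: 0% = vehicle wells and 100% = reference activator wells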
# DAX1 inh-1 = DAX1 (NR0B1) inhibitors on StAR promoter, primary screen, cell-based, luminescence, SF-1 (NR5A1), full-length DAX-1; inhibition, % at 6.8 µM; AID 652010, 2013; 1.1% of 370,000 active; HEK293T StAR-luciferase reporter, SF-1/DAX-1 repression relief;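 active = inhibition above the mean over all tested compounds plus 3 SD, cut at about 3.6% in these data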;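 note: 0% = DAX-1 cells with DMSO and 100% = cells lacking DAX-1 with DMSO; higher inhibition means more luminescence from relief of DAX-1 repression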
# ADAM10 inh = human ADAM10 inhibitors, primary screen, biochemical, QFRET, HTS; Disintegrin and metalloproteinase domain-containing protein 10 (Homo sapiens), O14672; recombinant ADAM10, EDANS/DABCYL FRET peptide cleavage, 3 h; inhibition, % at 7 µM; 0.62% of 370,000 active;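 active = inhibition above a per-campaign cutoff equal to the mean of compounds falling between control-based bounds plus 3 SD, cut at about 20% in these data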;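 note: 0% = DMSO wells while the 100% control is not disclosed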
# hcDAF-12 act = H. contortus DAF-12 nuclear receptor activators, primary screen, cell-based, luminescence, HEK293, lit1-tk-luc reporter. HEK293 hcDAF-12 lit1-tk-luc reporter; 0% DMSO, 100% Δ7-dafachronic acid. 1.4% of 370,000 active. activation, % at 6.8 µM;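 active = activation above the mean of all tested compounds plus 3 SD, cut at about 5.5% in these data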;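 note: 100% = response to 3 µM Δ7-dafachronic acid high control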
# GAA850 FXN act = FXN promoter activators, primary screen, cell-based, luciferase luminescence, HEK293 lucGAA850; HEK293 lucGAA850 FXN promoter luciferase reporter, 24 h; percent of 10 µM SAHA response; activation, % at 6 µM; 0.56% of 360,000 active;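 active = activation above the average of all compounds screened plus 3 SD, cutoff fixed separately per campaign, cut at about 7.5% in these data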;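 note: 0% = DMSO wells and 100% = 10 µM SAHA wells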
# sPLA2-III inh = human group III sPLA2 inhibitors, primary screen, biochemical, QFRET, BODIPY PC-A2 liposome substrate; Group 3 secretory phospholipase A2 (Homo sapiens), Q9NZ20; QFRET BODIPY PC-A2 liposome hydrolysis, fluorescence; inhibition, % at 12.2 µM; 0.56% of 370,000 active; AID 743126, 2013;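 active = inhibition above mean plus 3 SD of compounds lying within the high and low control bounds, cut at about 19% in these data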;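 note: 0% = median of test compound wells and 100% = no enzyme DMSO wells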
# Target sequence (Q9NZ20 whole entry, looked up): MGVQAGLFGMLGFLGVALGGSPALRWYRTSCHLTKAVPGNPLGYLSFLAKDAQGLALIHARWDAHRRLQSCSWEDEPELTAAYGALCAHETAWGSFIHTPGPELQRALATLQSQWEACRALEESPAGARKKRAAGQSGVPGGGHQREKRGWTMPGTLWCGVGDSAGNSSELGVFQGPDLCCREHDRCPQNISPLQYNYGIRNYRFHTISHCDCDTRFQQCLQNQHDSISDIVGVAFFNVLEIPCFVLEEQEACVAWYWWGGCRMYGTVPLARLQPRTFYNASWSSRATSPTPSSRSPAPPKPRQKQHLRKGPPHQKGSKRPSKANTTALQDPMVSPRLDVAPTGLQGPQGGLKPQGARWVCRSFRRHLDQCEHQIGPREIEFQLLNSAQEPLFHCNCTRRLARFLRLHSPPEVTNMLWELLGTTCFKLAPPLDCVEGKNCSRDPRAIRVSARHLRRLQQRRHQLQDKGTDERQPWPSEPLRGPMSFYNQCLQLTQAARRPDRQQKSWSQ
# DAX1 inh-2 = DAX1 (NR0B1) inhibitors, primary screen, cell-based, HEK293, Gal4-DAX1, luciferase luminescence. Nuclear receptor subfamily 0 group B member 1 (Homo sapiens), P51843. HEK293 Gal4-DAX1 luciferase reporter. inhibition, % at 6.75 µM. 0.99% of 340,000 active. AID 504766, 2011;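 active = inhibition above the mean over all tested compounds plus 3 SD, cut at about 4.2% in these data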;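 note: 0% = DAX1-transfected cells with DMSO and 100% = empty-vector control cells with DMSO; inhibition shows as a rise in luminescence from relieved DAX1 repression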
# Target sequence (P51843 207-470 limits assumed): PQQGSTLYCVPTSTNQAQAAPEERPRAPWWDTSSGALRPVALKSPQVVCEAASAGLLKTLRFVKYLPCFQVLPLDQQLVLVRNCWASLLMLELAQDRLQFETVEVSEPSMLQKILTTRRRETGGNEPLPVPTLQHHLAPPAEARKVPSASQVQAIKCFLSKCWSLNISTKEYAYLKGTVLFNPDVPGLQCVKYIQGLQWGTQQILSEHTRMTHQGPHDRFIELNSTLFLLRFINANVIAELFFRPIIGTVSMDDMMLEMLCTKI
# GC-B act = human GC-B receptor activators, primary screen, HEK293 GC-B cells, cGMP TR-FRET, EC30 CNP; 0% at EC30 CNP, 100% saturating CNP; activation, % at 10 µM; Atrial natriuretic peptide receptor 2 (Homo sapiens), P20594; 0.11% of 370,000 active; AID 1920062, 2024;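 active = activation at 10 µM reaching about 35% in either raw or pattern-adjusted values, limit read from the data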
# * hit, by the source's call; / = not tested or not shown.
# Second line of a record – hcDAF-12 act	GAA850 FXN act	ssDAF-12 act	hgDAF12 agonist	DAX1 inh-1	GC-A act	ADAM10 inh	DAX1 inh-2	SMARCA2 act	sPLA2-III inh	GC-B act
1. Cc1ccc(C(=O)Nc2nnc(CC(=O)N/N=C/c3ccc(O)c(O)c3)s2)cc1
→ 4.2	2.5	-0.7	0.4	0.5	-3	-1	1.0	2	-16	0
2. Cn1c(CCCOc2ccc(Cl)cc2Cl)nnc1SCC(=O)Nc1nccs1
→ -1.8	-1.3	-0.6	2.2	0.3	2	-6	1.1	-2	2	-3
3. COc1ccc(C2CC(=O)Oc3c(C(C)C)ccc(C)c32)cc1 (stereo unspecified)
→ -0.3	0.5	-1.3	-0.1	-2.1	-1	5	-1.6	1	1	3
4. COC(=O)c1cc2ccsc2n1Cc1ccccc1F
→ -1.1	5.4	-2.0	-1.4	-0.2	-2	-5	-0.1	-2	10	3
5. O=C(Nc1ccc(F)c(Cl)c1)c1cc(C2CCCCN2C(=O)c2cccs2)on1 (stereo unspecified)
→ -2.6	-0.7	-1.8	-4.3	-3.1	1	2	/	-3	11	-4
6. COc1cc(CCC(=O)N2CCN(c3ccccc3)CC2)cc(OC)c1OC
→ 1.3	0.2	-1.0	0.8	-0.2	-5	-5	-0.3	0	0	-4
7. Cc1occc1C(=O)Nc1sccc1C(N)=O
→ -0.7	4.3	-1.1	4.7	1.6	1	0	0.9	5	-3	3
8. COc1ccccc1N=Nc1c(C)[nH]n(-c2ccccc2)c1=O
→ 0.2	0.4	-1.5	0.9	0.6	-4	9	4.0	-2	4	0
9. Cc1cc(C(=O)Cn2c(CO)nc3ccccc32)c(C)n1C
→ 0.3	3.0	-0.5	1.6	-0.2	-1	-4	1.9	0	-4	-3
10. Cc1ccccc1C(=O)N=c1sccn1C
→ 0.6	-0.7	-1.2	2.0	0.1	2	10	2.2	-1	-3	3
11. COc1ccc(NC(=O)CCS(=O)(=O)c2ccc3c(c2)CCCN3C(C)=O)cc1
→ -2.8	1.6	-0.2	1.1	-0.3	-2	5	-0.6	-1	6	-6
12. O=C(Nc1ccc(Cl)c(C(=O)N2CCOCC2)c1)c1ccccc1
→ -1.1	-0.3	-0.5	-2.6	0.0	1	4	0.9	2	0	-1
13. N/C(=N\OC(=O)c1ccccc1[N+](=O)[O-])c1cccnc1
→ 4.6	2.0	0.2	4.4	-0.3	2	3	0.4	3	4	-1
14. CCc1ccc(NC(=S)N(CCN(C)C)C(C)c2ccncc2)cc1 (stereo unspecified)
→ 1.5	-0.3	-0.7	2.3	-0.6	5	1	-0.2	-2	6	1
15. CSCCC(NC(=O)c1ccco1)c1nc2ccccc2[nH]1 (stereo unspecified)
→ -3.4	-0.2	-1.3	-0.1	-1.2	1	-2	0.7	-1	10	-2
16. Cc1ccc2[nH]c3nc(SCCN4CCOCC4)nnc3c2c1
→ 0.8	1.6	0.2	0.9	0.2	6	-2	-1.3	-1	7	-9
17. Cc1cccc(C(=O)NCCCNC(=O)c2ccco2)c1
→ 0.3	2.3	-1.4	-0.6	0.7	1	-3	0.7	-3	11	-4
18. CC(C)c1ccc(S(=O)(=O)N2CCN(C(=O)C3CCN(C(=O)c4ccc(F)cc4)CC3)CC2)cc1
→ -0.8	-0.3	-1.0	-2.6	-1.0	-1	-6	0.3	-4	-8	-2
19. COCCn1cnc2c1c(=O)n(Cc1c(F)cccc1Cl)c(=O)n2Cc1ccccc1
→ -1.1	1.8	-1.2	0.7	-0.8	-4	8	2.9	-1	-11	-11
20. O=C(CNC(=O)c1ccc2c(c1)OCO2)Nc1ncccc1O
→ 1.7	4.2	-0.3	7.1	5.3*	1	-6	0.8	1	-3	3
21. O=C(NCCc1c[nH]c2ccccc12)C(F)(F)C(F)F
→ 2.1	-0.5	-0.6	1.0	0.2	-1	-2	-0.3	1	-29	-4
22. Cc1nc2ccccn2c1/C(O)=C1\C(=O)C(=O)N(CCN(C)C)C1c1ccco1 (stereo unspecified)
→ 1.5	2.2	-1.1	1.7	-0.1	-1	-1	5.2*	-1	-2	5
23. Cc1nc2ccc(F)cc2cc1C(=O)Nc1ccc(Cl)c(Cl)c1
→ 1.5	1.8	-0.6	0.8	0.4	-4	5	-0.5	1	-1	-6
24. CC(=O)N1c2ccc(S(=O)(=O)N3CCCC(C(=O)Nc4cccc(F)c4)C3)cc2CC1C (stereo unspecified)
→ -2.2	1.3	-1.6	-2.4	-2.0	1	-5	-2.4	-3	-12	-2
25. Cc1ccc(C(=O)CSc2nc3cccnc3n2C)cc1
→ -1.3	-1.6	-0.8	-2.8	-0.6	-2	1	0.2	-3	-24	-8
26. CCCN(CC(=O)Nc1cccc(Br)c1)CC(=O)Nc1ccc(F)c(F)c1F
→ 0.0	1.8	-2.2	-0.3	-0.9	-2	32*	-0.7	-4	-21	-10
27. CC(C)(C)S(=O)(=O)c1ccsc1C(=O)O
→ -0.5	0.1	-1.1	0.1	-0.2	-1	6	0.4	-2	2	1
28. COC(=O)C(C(=O)OC)C(CC(=O)c1ccc(Br)cc1)c1ccccc1 (stereo unspecified)
→ -0.3	-1.4	-1.0	-1.0	-0.7	-16	0	0.8	-2	7	-9
29. Cc1ccc(CNC(=O)c2cc(-c3cc(C)cc(C)c3O)n[nH]2)cc1
→ -1.6	0.3	-1.6	-3.7	-0.1	-2	-7	1.3	-3	-4	-4
30. COc1ccc(OCC(=O)NCCCN2CCOCC2)cc1
→ -1.9	1.4	-1.3	-0.2	-0.2	-4	0	0.3	-5	3	5
31. CCOC(=O)C1C(=O)NC(c2ccccc2)=NC1c1ccc(Br)cc1 (stereo unspecified)
→ -2.2	2.4	-1.4	1.0	-0.7	-6	-1	-0.8	2	2	-3
32. COC(=O)N/N=C/c1cn(Cc2ccccc2F)c2ccccc12
→ -1.3	4.8	-2.2	-2.1	-0.7	15	-1	-2.0	-1	-5	1
33. COc1ccc(Cc2c(-c3ccc(Cl)cc3)nc3c(C)cc(Br)cn23)c(C)c1
→ 5.5	/	0.3	4.1	0.5	0	-4	/	-4	-8	0
34. COc1ccc(CCNC(=O)CCC(=O)c2cccs2)cc1OC
→ -0.8	-0.4	-0.6	0.3	1.5	-3	-1	-0.9	1	-2	1
35. C=C(C)C(=O)NC1=NN(c2ccccc2)C(=O)C1
→ -0.5	2.1	-1.2	0.1	-0.4	0	7	0.1	1	-7	0
36. O=C1CCCN1CCCNc1nc(NCc2cccs2)nc2ccsc12
→ -0.7	-1.1	-1.9	-2.2	-1.6	-16	-10	/	-2	6	-21
37. COC(=O)[C@]1(C)N[C@H](CN(C)S(=O)(=O)c2ccc(OC)cc2)[C@@H]2C(=O)N(C)C(=O)[C@@H]21
→ 0.1	-0.5	-0.5	-0.1	2.8	-1	2	0.0	-2	2	3
38. CCOC(=O)c1c(C)sc2c1N(C(C)=O)c1cc(Cl)ccc1S2
→ -0.3	3.4	-1.8	-3.9	-1.3	-6	1	-0.9	0	-9	-13
39. O=C(CC1CCCC1)Nc1nc2ccccc2[nH]1
→ 2.0	4.3	-0.3	6.9	2.8	1	-1	2.6	4	2	0
40. CC(C)(C)N(CC#CCC(O)(c1ccccc1)c1ccccc1)CCO
→ 1.6	0.8	-0.9	1.9	0.4	-7	-5	-0.1	-1	-7	-3
41. CCCCOCCCNC(=O)C[C@H]1C[C@@]2(C(=O)OC)C(=C[C@H](COCc3ccccc3)O[C@@H]2C)N(Cc2ccc(Cl)cc2Cl)C1=O
→ -2.1	/	-0.8	7.0	-1.0	-8	-1	/	-2	-18	1
42. CC(C)Cn1cnc2c(N)nc3ccccc3c21
→ -2.6	3.5	-2.0	-0.4	-1.0	5	-10	-0.6	-4	-4	4
43. Cc1ccccc1-c1cc(C(=O)NCc2cccc(Br)c2)nn1CC1CC(c2cccc([N+](=O)[O-])c2)=NO1 (stereo unspecified)
→ -2.2	-0.6	-1.6	1.3	-0.3	0	14	-0.7	0	-6	1
44. O=c1cc(N2CCOCC2)[nH]c(=O)n1C1CCCCC1
→ -0.8	-0.1	-1.2	-1.0	0.2	4	3	-0.4	-1	-3	4
45. Cc1oc(-c2cc(F)cc(F)c2)nc1CN1CCSCC1
→ 0.4	1.8	-1.1	3.7	1.6	2	3	-0.9	-1	4	-4

# Ordered by the number under ssDAF-12 act (smallest number first): 3 from the list above.
cpd	Structure	ssDAF-12 act
30	COc1ccc(OCC(=O)NCCCN2CCOCC2)cc1	-1.3
10	Cc1ccccc1C(=O)N=c1sccn1C	-1.2
37	COC(=O)[C@]1(C)N[C@H](CN(C)S(=O)(=O)c2ccc(OC)cc2)[C@@H]2C(=O)N(C)C(=O)[C@@H]21	-0.5

# Continued:
# Second line of a record – hcDAF-12 act	GAA850 FXN act	ssDAF-12 act	hgDAF12 agonist	DAX1 inh-1	GC-A act	ADAM10 inh	DAX1 inh-2	SMARCA2 act	sPLA2-III inh	GC-B act
46. CC(NC(=O)COC(=O)c1ccc[nH]c1=O)c1ccccc1 (stereo unspecified)
→ -0.4	0.5	-1.4	2.4	0.7	0	1	-0.8	2	-3	1
47. O=C1N/C(=N/O)S/C1=C/c1cccnc1
→ 0.1	1.2	-1.6	-1.6	0.7	-1	5	3.3	1	2	-4
48. O=C(O)Cc1ccc(NC(=S)Nc2ccc(Br)cc2Cl)cc1
→ 0.6	0.5	-1.5	0.9	0.4	1	9	-1.2	-2	0	-1
49. COc1ccc(C2CC(c3c(-c4ccccc4)c4cc(Cl)ccc4[nH]c3=O)=NN2S(C)(=O)=O)cc1 (stereo unspecified)
→ -0.6	-2.8	-0.5	1.1	0.1	-6	-5	-0.4	0	-5	-10
50. O=C(CSC1=NS(=O)(=O)c2ccccc2N1)N1CCCCC1
→ -1.2	-1.7	-0.9	1.3	0.6	0	-9	0.2	2	10	3
51. O=C(c1[nH]ncc1-c1cccc(Br)c1)C1CO1 (stereo unspecified)
→ 1.0	3.2	-0.7	-0.5	-0.7	2	-2	-0.1	11*	-10	-2
52. OCc1cn(-c2ccccc2)nc1-c1ccc(-c2nn(-c3ccccc3)cc2CO)cc1
→ -1.2	-2.7	-0.4	0.2	-0.4	-1	11	0.4	5	7	-7
53. Cc1ccc(C)c(S(=O)(=O)N2CCCCC2CCNC(=O)C(=O)NCc2ccco2)c1 (stereo unspecified)
→ -3.0	-4.5	-1.3	0.8	-2.0	-3	-6	-0.8	-1	2	2
54. O=C(NCc1ccccc1)[C@@H]1CCCN1C(=O)[C@@H](NS(=O)(=O)c1ccc(F)cc1F)C1CCCCC1
→ -1.1	/	-1.3	-0.9	0.7	-1	-4	/	-2	-1	-4

# From PubChem BioAssay
